PI5P4K alpha inh: blocks human PI5P4K alpha kinase activity | P48426 | PI5P4Kalpha enzyme, ADP-Glo luminescence, 60 min; active compounds read low | max response, % | hit rate 1.2% among 330,000; active = max response of -50% or lower; inconclusive = between -30% and -50%; inactive = -30% or higher; note: value at the top dose of about 77 µM; % is set by controls: 0 for no effect and ±100 for the full control effect
Target sequence (P48426 whole entry, looked up): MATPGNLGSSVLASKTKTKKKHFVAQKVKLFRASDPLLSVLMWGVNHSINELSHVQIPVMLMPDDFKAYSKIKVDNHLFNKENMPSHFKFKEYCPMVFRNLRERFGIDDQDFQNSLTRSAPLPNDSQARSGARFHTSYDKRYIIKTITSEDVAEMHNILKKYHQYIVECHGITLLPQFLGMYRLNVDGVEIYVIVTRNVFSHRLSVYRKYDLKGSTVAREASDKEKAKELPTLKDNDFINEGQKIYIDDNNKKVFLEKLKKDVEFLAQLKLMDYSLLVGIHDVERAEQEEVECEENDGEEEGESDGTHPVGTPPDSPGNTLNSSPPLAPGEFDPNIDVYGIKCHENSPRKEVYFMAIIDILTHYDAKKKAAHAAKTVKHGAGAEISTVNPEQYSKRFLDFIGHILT
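Human PI5P4Kalpha with substrate in 0.038 M HEPES pH 7.4, 0.28 mM EGTA, 0.1% CHAPS, 5% DMSO; reaction started with 5 microM ATP (final), 60 min at room temperature. ADP formed read by ADP-Glo luminescence.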
EPAC1 agonist: EPAC1 (human) agonism; Potency, µM (top dose mostly 154 µM), for inactives: at the highest dose activation, hits mostly activators; hit rate 0.073% among 360,000; AID 720707; O95398; EPAC1 agonist qHTS, biochemical assay; response scale: 100% = response to 6.5 mM cAMP; note: potency is the fitted concentration of half-maximal effect; nearly all actives have a fitted effect of over 60% in size
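EPAC1 100 nM, Rap1B–BODIPY-GDP 250 nM, unlabeled GDP 50 uM; compound titration; 5 min RT; kinetic read ex480/em540 at 5-min intervals ×30 min; data normalized to 6.5 mM cAMP agonist control.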
EPAC1 antagonist: antagonists of human EPAC1. EPAC1 GEF assay, Rap1b-BODIPY-GDP exchange fluorescence. O95398. hit rate 0.14% among 360,000. AID 720709. Potency, µM (titrated, usually from 115 µM), for the others: top-dose activity change, negative = inhibition, most hits filed as inhibitors;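 note: potency is the fitted concentration of half-maximal effect; plate controls were vehicle for no effect and positive control for full effect; nearly all actives have a fitted effect of over 50% in size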
FUS suppressor: rescues growth of FUS-expressing yeast. S. cerevisiae FUS-expressing, growth rescue, OD600, 24 h. Potency, µM (titrated, usually from 76.6 µM), without a hit: at the highest dose growth rescue (activation), usual class: activators. hit rate 0.24% among 390,000. AID 1347120;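 note: potency is the fitted concentration of half-maximal effect; plate controls were DMSO vehicle for no effect and reference control for full effect; nearly all actives have a fitted effect of over 55% in size; some results filed as inactive show a strong effect at the top dose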
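Cultures pregrown in 2.5% raffinose medium are shifted to minimal medium containing 2% galactose to express toxic FUS. Compounds are tested at several concentrations. After 24hr at 30C, growth is quantified at 600 nm absorbance.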
Abeta rescue: compounds reversing amyloid beta toxicity in yeast | yeast expressing A-beta42, growth rescue, OD600, 48 h; response scale: 0% DMSO, 100% iron-clioquinol control | Potency, µM (top dose mostly 46.1 µM), without a hit: top-dose growth rescue, most hits filed as activators | hit rate 0.063% among 410,000; note: potency is the fitted concentration of half-maximal effect; nearly all actives have a fitted effect of over 55% in size
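Yeast A-beta toxicity model in growth medium with pinned compounds, 48 h at 30 C; growth read as absorbance at 600 nm. Normalized to FeCl3/clioquinol equimolar mix (positive) and DMSO (negative).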
WRN helicase inh: inhibitors of human WRN helicase; hit rate 0.46% among 360,000; WRN helicase unwinding, fluorescent forked duplex, kinetic; Potency, µM (doses to about 114 µM), inactives show top-dose activity change, negative = inhibition, hits mostly inhibitors; AID 651768; note: potency is the fitted concentration of half-maximal effect; % is set by controls: 0 for no effect and ±100 for the full control effect; nearly all actives have a fitted effect of over 55% in size
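Kinetic fluorescence helicase assay: unwinding of a quenched forked DNA duplex (100 nM final) with 2 mM ATP final raises red fluorescence (525/598 nm). Compounds sat 15 min at room temperature with 20 nM WRN beforehand.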
PLK1 PBD block: blocks phosphopeptide binding to human PLK1 polo-box domain; P53350; Plk1 PBD binding of FITC phosphopeptide, fluorescence polarization; hit rate 2.8% among 360,000; Potency, µM, for inactives: max response, negative = inhibition, actives largely listed as inhibitors; note: potency is the fitted concentration of half-maximal effect; series mostly up to about 57 µM; % is set by controls: 0 for no effect and ±100 for the full control effect; nearly all actives have a fitted effect of over 65% in size
Target sequence (P53350 whole entry, looked up, the tested form may be a part): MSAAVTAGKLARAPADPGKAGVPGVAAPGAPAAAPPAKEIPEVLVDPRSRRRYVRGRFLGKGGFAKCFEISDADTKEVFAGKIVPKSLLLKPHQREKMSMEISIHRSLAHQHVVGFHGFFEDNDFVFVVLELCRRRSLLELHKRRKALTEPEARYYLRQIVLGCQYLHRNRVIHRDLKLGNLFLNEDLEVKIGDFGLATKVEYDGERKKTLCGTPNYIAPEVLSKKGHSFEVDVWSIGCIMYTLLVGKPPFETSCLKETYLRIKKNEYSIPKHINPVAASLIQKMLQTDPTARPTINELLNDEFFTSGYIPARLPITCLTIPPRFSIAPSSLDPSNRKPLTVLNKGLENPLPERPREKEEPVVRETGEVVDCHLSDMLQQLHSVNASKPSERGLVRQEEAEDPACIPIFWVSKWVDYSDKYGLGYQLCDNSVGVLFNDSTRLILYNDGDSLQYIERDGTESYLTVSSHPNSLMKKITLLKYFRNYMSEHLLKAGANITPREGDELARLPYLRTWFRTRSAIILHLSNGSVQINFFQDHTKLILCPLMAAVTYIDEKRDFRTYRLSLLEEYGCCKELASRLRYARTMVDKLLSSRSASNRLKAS
IL2 activator: IL-2 activation. IL-2 activation reporter assay, cell-based qHTS; stimulated with anti-CD3/CD4/CD28 beads; in transgenic mouse T cells. activation, % (series mostly up to about 46 µM). AID 652025. hit rate 0.065% among 360,000; in the data active = activation above about 50%; inconclusive = mostly about 30% to 49%; note: 0% is about no effect
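Unstimulated transgenic mouse T cells; 60-min compound exposure; bead-based TCR/CD4/CD28 stimulation; 18 h culture, 37 degrees C; dual fluorescence (EGFP, DsRed) plate cytometry.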
* = called active by the depositor; ? = inconclusive; . = not tested or not shown; [ ] = another dose, or the depositor's remark. Unless noted, calls come from the whole dose curve; as a rule, active = well fitted curve in the direction sought with a large enough effect; inconclusive = small, poorly fitted or top-dose-only effect, or another doubt; inactive = no such curve, though single readings can be large; an effect the other way counts as inactive or inconclusive.

SMILES	PI5P4K alpha inh	EPAC1 agonist	EPAC1 antagonist	FUS suppressor	Abeta rescue	WRN helicase inh	PLK1 PBD block	IL2 activator
CCCCNC(=S)N1CCn2cccc2C1c1ccccc1 (stereo unspecified)	8.0	8.6%	-19.9%	15.8%	5.6%	-11.2%[57.1 µM]	1.9%	-2.6
Cc1ccccc1C1NS(=O)(=O)N=C1N (stereo unspecified)	4.2	-10.2%	1.4%	2.6%	2.5%	-12.9%	-4.7%	-0.7
COC(=O)C1=C(C)Nc2nnnn2C1c1ccccc1Cl (stereo unspecified)	-3.5	-0.4%	0.0%	-24.1%	9.4%[9.22 µM]	-2.9%	2.7%	-3.1
Cc1ccc(-n2cc(CNC(C)Cn3cncn3)c(-c3ccc(F)cc3)n2)cc1 (stereo unspecified)	20.5	-3.4%	-4.3%	18.1%	-12.7%	-4.3%	7.8%	-0.9
CC(C)NC(=O)CSc1nc(Cc2ccccc2)nc2ccccc12	3.8	-5.6%	-5.0%	31.9%	5.1%	-33.6%	-18.4%	-0.4
Cc1ccc(NNC(=O)c2cccs2)cc1Cl	0.9	-14.5%	-7.4%	10.7%	30.6%	-0.8%	-24.5%	-2.3
CC12C=CC3(CN(Cc4ccccc4)C(=O)C3C1C(=O)NCc1ccco1)O2 (stereo unspecified)	.	-1.3%	6.8%	?	-15.2%	-14.4%	-5.7%	-0.7
Cn1c(C(=O)OC(C(=O)NCC2CCCO2)c2cccnc2)cc2sccc21 (stereo unspecified)	-8.2	-10.3%	-6.9%	-4.2%	-6.0%	7.2%	-15.7%	-2.4
O=C(CN1CCN(S(=O)(=O)c2ccc(F)cc2)CC1)N1CCOCC1	2.5	18.9%	-18.3%	-2.9%	9.5%	-11.3%	-3.4%	-0.4
COc1ccc(OC)c(S(=O)(=O)N/N=C\c2c[nH]c3ccccc23)c1	-5.8	0.2%	-6.9%	-2.0%	16.1%	-12.0%	-4.1%	-0.8
COc1ccc(OC)c(-c2csc(NC(=O)Cn3[nH]c(=O)c4ccccc4c3=O)n2)c1	3.0	-1.3%	11.4%	39.8µM*	7.6%	-13.0%[11.6 µM]	-1.5%	2.1
Cc1sc2ncnc(SCC(=O)NC3CCS(=O)(=O)C3)c2c1C (stereo unspecified)	-0.9	-1.0%	0.6%	-34.5%	1.0%	12.5%	-10.2%	-0.2
CC(C)(C)c1ccc(C(=O)NCC(=O)N2CCC3(CC2)NCCc2[nH]cnc23)cc1	5.3	-2.0%	-14.6%	15.0%	2.2%	2.5%	-11.4%	-0.9
CCN1CCN(c2ccc(S(=O)(=O)N3CCOCC3)cc2NC(=O)c2ccc(C)c(C)c2)CC1	4.4	6.9%	-2.1%	5.6%	8.6%	-6.0%	-5.7%	0.4
O=C(N/N=C/c1cn(-c2ccccc2)nc1-c1cc2ccccc2o1)c1c[nH]c2ccccc12	-18.3	10.7%	7.6%	33.7%	13.8%	2.4%	-15.4%	0.2
CCN(CC)CC(=O)Nc1sc(C)cc1C(=O)c1ccc(C)cc1	17.3	-1.9%	-4.5%	14.7%	1.6%	-18.2%	-6.5%	-0.4
Cc1ccc(C)c(N2CCN(C(=O)c3ccc4nc(-c5ccco5)c(-c5ccco5)nc4c3)CC2)c1	.	2.7%	?	?	1.3%	-31.0%	5.97µM*	-1.4
COc1ccc(N2CCN(Cc3cc(=O)c(OCC(=O)Nc4ccccc4)co3)CC2)cc1	-18.2	5.1%	-0.2%	6.7%	7.4%	-8.4%	-3.0%	0.8
C/C(=C\C(=O)C(F)(F)F)Nc1cc(C)cc(C)c1	19.3	0.0%	-14.3%	-10.4%	-0.3%	4.1%	-6.5%	0.9
COc1cc(C)nc(N(Cc2ccccc2)S(=O)(=O)c2ccc(C)cc2)n1	4.4	-3.8%	6.1%	21.4%	13.0%	-6.6%	-6.2%	-0.6
CCN(CC)C(=O)C1CCN(Cc2ccc(OCc3ccccc3)c(OC)c2)CC1	-1.3	3.2%	-20.9%	5.9%	-13.7%	7.2%	-1.8%	0.9
Cc1nc2sc(C(c3ccccc3)N3CC(C)OC(C)C3)c(O)n2n1 (stereo unspecified)	-0.5	-2.9%	5.0%	2.5%	-2.5%	-1.9%	-1.0%	-0.9
CN(C1CCCCC1)S(=O)(=O)c1cccc(C(=O)Nc2ccccn2)c1	2.5	-6.6%	-15.2%	2.5%	2.6%	-4.4%	-4.0%	2.0
C[C@@H]1CCC(=O)N(CC[C@H](N=[N+]=[N-])c2ccccc2)CC1	4.8	-12.2%	-23.6%	-20.1%	1.8%	-7.5%	-6.8%	-0.4
CCOC(=O)c1nnsc1Nc1ccc(C)c(C)c1	1.5	3.0%	6.3%	33.6%	-7.1%	-1.8%	-2.3%	0.3
Further results
SMILES	PI5P4K alpha inh	EPAC1 agonist	EPAC1 antagonist	FUS suppressor	Abeta rescue	WRN helicase inh	PLK1 PBD block	IL2 activator
Cc1cc(Br)cn2c(Cc3ccccc3)c(C3CCCCC3)nc12	-4.0	-2.6%	9.8%	6.2%	-7.8%	0.4%	-1.0%	1.0
COc1ccc2nc(Nc3nc4cc5c(cc4s3)OCCO5)sc2c1	4.8	10.6%	-4.8%	8.6%	27.9%	-30.8%[57.1 µM]	-3.2%	2.7
CCOC(=O)C1CCCN(C(=O)CCNS(=O)(=O)c2ccc(Br)cc2)C1 (stereo unspecified)	-2.3	-8.4%	8.0%	-6.2%	-12.1%	9.6%	-4.6%	0.6
CC(=O)C1=C(O)CC(c2ccccc2)CC1=NCCc1c(C)[nH]c2ccccc12 (stereo unspecified)	-6.5	-3.8%	0.6%	-20.0%	4.0%	-0.9%	-4.6%	-1.3
O=C(/C=C/c1ccco1)c1cccc([N+](=O)[O-])c1	-72.9*	-0.4%	?	.	8.0%	?	-20.2%	-4.4
CCOC(=O)[C@H]1[C@H]2COc3ccccc3[C@@H]2N2C(=O)CN(Cc3ccc(C)cc3)C(=O)[C@@]12C	-0.5	-2.0%	-7.7%	13.7%	4.2%	-3.9%	-3.0%	1.1
COc1cc(O)c2c(=O)c3c(OC)c(O)ccc3oc2c1	4.8	-8.8%	-14.6%	-10.7%	13.1%	-6.2%	-2.9%	0.3
Cc1cc2ncn(C(=O)c3cc(-c4ccccc4)nc4ccccc34)c2cc1C	1.2	7.6%	0.4%	4.8%	-14.6%	-14.8%	-0.3%	1.6
Oc1ccc(F)c(CN2CCN(c3ncc(Cc4ccccc4)cn3)CC2)c1	8.4	-4.3%	-10.4%	16.7%	-2.2%	-4.1%	-5.3%	-0.9
COc1ccc2c(c1)C(C)=CC(C)(C)N2C(=O)CNCc1ccc2c(c1)OCO2	.	4.9%	-4.1%	14.2%	1.2%	6.6%	-2.8%	-1.9
COc1ccc(OC)c(CNC(=O)C2CCCN(c3nc4ccccc4o3)C2)c1 (stereo unspecified)	.	-0.1%	5.1%	40.0%	-5.6%	-4.7%	-1.8%	1.2
COc1cccc(N=Nc2c(N)[nH]n3c(=O)c4c(nc23)CCCC4)c1	-8.2	4.8%	17.0%	9.1%	-8.3%	-24.4%	-12.9%	2.0
COc1ccccc1Nc1ncc(C(C)=O)c(C)n1	0.8	0.3%	-10.1%	-2.8%	-3.8%	0.9%	-0.6%	0.1
CC(C)NS(=O)(=O)c1ccc(NC(=S)NC(=O)c2ccc(-c3ccccc3)cc2)cc1	.	5.0%	-18.3%	28.5%	17.8%	-11.2%	-6.6%	-1.2
CCOC(=O)COc1ccc(S(=O)(=O)NC2CC2)cc1	0.4	-0.6%	-3.8%	-9.7%	0.4%	-20.5%	-5.6%	-0.5
CCOC(=O)c1ccc(S(=O)(=O)N2CCN(S(=O)(=O)CC)CC2)cc1	4.7	4.3%	-7.7%	20.0%	10.6%	2.7%	-5.9%	1.3
O=C(Nc1ccccc1)C(Cc1ccccc1)NC(=O)C12CC3CC(CC(C3)C1)C2 (stereo unspecified)	.	1.9%	2.9%	5.6%	19.1%	1.2%	-6.8%	-1.0
Cc1ccc(CCN2CC(C(=O)N3CCN(c4ccc(F)cc4)CC3)CC2=O)cc1 (stereo unspecified)	.	-1.5%	2.5%	26.7%	13.8%	-6.4%	2.1%	-0.6
O=C(CCc1nc2ccccc2c(=O)[nH]1)Nc1ccc(F)c([N+](=O)[O-])c1	-15.3	0.8%	10.4%	21.7%	4.2%	-23.7%	-4.9%	1.3
CCOc1ccccc1C1C(C(=O)OC)=CN(C)C=C1C(=O)OC	3.3	0.4%	-9.7%	11.2%	-24.1%	-6.2%	-2.1%	0.8
CCCS(=O)(=O)N1CCC(C(=O)NCCCOC(C)C)CC1	-1.4	5.1%	-0.3%	-27.5%	-3.5%	9.7%	-5.9%	1.3
COCCN(C(=O)COC(=O)/C=C/c1ccc(SC)cc1)c1c(N)n(Cc2ccccc2)c(=O)[nH]c1=O	3.0	-3.5%	-5.8%	.	3.4%	-4.2%	2.6%	-3.0
COc1cccc(Oc2ccc(C(F)(F)F)cc2NC(=O)CN2C(=O)NC3(CCCC3)C2=O)c1	1.3	-5.7%	-7.0%	26.2%	7.1%	-0.9%	28.2%	0.8

7 of the compounds above, as a markdown table:
| smiles | PI5P4K alpha inh | EPAC1 agonist | EPAC1 antagonist | FUS suppressor | Abeta rescue | WRN helicase inh | PLK1 PBD block | IL2 activator |
| --- | --- | --- | --- | --- | --- | --- | --- | --- |
| O=C(Nc1ccccc1)C(Cc1ccccc1)NC(=O)C12CC3CC(CC(C3)C1)C2 (stereo unspecified) | . | 1.9% | 2.9% | 5.6% | 19.1% | 1.2% | -6.8% | -1.0 |
| Cc1ccc(CCN2CC(C(=O)N3CCN(c4ccc(F)cc4)CC3)CC2=O)cc1 (stereo unspecified) | . | -1.5% | 2.5% | 26.7% | 13.8% | -6.4% | 2.1% | -0.6 |
| O=C(CCc1nc2ccccc2c(=O)[nH]1)Nc1ccc(F)c([N+](=O)[O-])c1 | -15.3 | 0.8% | 10.4% | 21.7% | 4.2% | -23.7% | -4.9% | 1.3 |
| CCOc1ccccc1C1C(C(=O)OC)=CN(C)C=C1C(=O)OC | 3.3 | 0.4% | -9.7% | 11.2% | -24.1% | -6.2% | -2.1% | 0.8 |
| CCCS(=O)(=O)N1CCC(C(=O)NCCCOC(C)C)CC1 | -1.4 | 5.1% | -0.3% | -27.5% | -3.5% | 9.7% | -5.9% | 1.3 |
| COCCN(C(=O)COC(=O)/C=C/c1ccc(SC)cc1)c1c(N)n(Cc2ccccc2)c(=O)[nH]c1=O | 3.0 | -3.5% | -5.8% | . | 3.4% | -4.2% | 2.6% | -3.0 |
| COc1cccc(Oc2ccc(C(F)(F)F)cc2NC(=O)CN2C(=O)NC3(CCCC3)C2=O)c1 | 1.3 | -5.7% | -7.0% | 26.2% | 7.1% | -0.9% | 28.2% | 0.8 |

Source: PubChem
